Cav32 inh: inhibitors of human Cav3.2 T-type calcium channel; 4% of 100,000 active; Cav3.2-expressing cells, Fluo-4 calcium fluorescence FDSS; stronger effect = lower value; B-score at 10 µM;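 active = single-dose well whose peak fluorescence ratio is a statistical outlier from its plate by either plate-standardised score or position-corrected B-score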
Starred values were filed as active, the others as inactive; & = joins results of further samples. Only part of the results is shown, so the mix of outcomes need not match the whole.

SMILES	Cav32 inh
CCOC(=O)CCSc1nc(C)c2cc(OC)ccc2n1	-0.7
Cc1cc(OCC(=O)NCCO)cc(C)c1Cl	0.17
C=CCc1ccc(O)c(-c2cc(CC=C)ccc2O)c1	-5*
O=C(Cn1cnc2ccccc2c1=O)N1CCN(Cc2ccccc2)CC1	0.13
CCOc1ccccc1NC(=O)CC1NCCNC1=O (stereo not given)	0.6
c1ccc2c(c1)nc1n2CCN1CCNC1CCCCC1	-1.4
COCCn1c(SCC(=O)Nc2cccc(OC)c2)nnc1-c1ccc(Cl)cc1	-1.1
CC1CCC(C(=O)NC(C(=O)NCCN2CCC(C)CC2)C(C)C)CC1 (stereo not given)	0.93
CCCCCCC(=O)NC(Nc1ccc(S(N)(=O)=O)cc1)C(Cl)(Cl)Cl (stereo not given)	-1.5
CCCn1nnc(NC(=O)c2ccc(OC)cc2)n1	0.24
Cc1ccccc1N(CC(=O)N1CCN(c2ccccc2)CC1)S(C)(=O)=O	1.1
CCOC(=O)N1CCN(C(=O)CN(Cc2ccccc2)S(=O)(=O)c2ccc(OC)c(C)c2)CC1	-0.54
CCN1C(=O)N[C@@H](c2cccc(F)c2)C(C(C)=O)=C1C	-0.073
Cc1cc(C)n2nc(SCC#N)nc2n1	0.03
COc1cccc(CNC(=O)c2ccc(S(=O)(=O)N3CCCC3)cc2)c1	0.82
CN(C)c1ccc(C=C2C(=O)OC(C)(C(C)(C)C)OC2=O)cc1 (stereo not given)	0.4
CC(=O)Nc1cc2c(cc1NC(=O)Cn1nc(-c3ccccc3F)ccc1=O)OCCO2	0.5
CC(=O)Nc1ccc(-c2nn[nH]n2)cc1Cl	0.82
CC(C)OC(=O)CC12CN(C)CC(CC(=O)OC(C)C)(CN(C)C1)C2=O	-0.25
Cc1ccccc1N1C(=O)c2ccccc2C1Nc1cccnc1 (stereo not given)	0.18
CCOC(=O)C1(CCCCCCOc2ccc(Cl)cc2)CO1 (stereo not given)	0.0044
COc1ccc(/C(C#N)=C/c2c(-c3ccc(Cl)cc3)nc3c(C)cccn23)cc1	-5.8*
O=c1[nH]cnc2sc(-c3ccccc3)cc12	1.3
Cn1ncc(C#N)c1NC(=O)c1cc(-c2ccccc2Cl)on1	0.36
O=C(O)c1cnn2c1NC(c1cccs1)CC2C(F)(F)F (stereo not given)	-0.24
CC(Oc1ccccc1Br)C(=O)N1CCc2ccccc21 (stereo not given)	-1.1
Cc1nnn(C23CC4CC(CC(C4)C2)C3)n1	0.23
O=C(NCc1ccco1)C(Cc1ccccc1)NS(=O)(=O)c1cccc2nsnc12 (stereo not given)	-0.8
N#Cc1ccc(CNc2cnccn2)cc1	0.23
CCOC(=O)COc1ccc(S(=O)(=O)NCCC2=CCCCC2)cc1	-0.98
O=S(=O)(c1ccccc1)n1ccc2ccccc21	-2.6
C[C@@H]1CCC[C@]2(O[C@H](CCO)C[C@H](O)[C@H]2O)O1	0.64
Cc1cccc(OCC(O)Cn2c(-n3nc(C)cc3C)nc3c2c(=O)[nH]c(=O)n3C)c1 (stereo not given)	1.2
Cc1ccc(N2CCN(S(=O)(=O)c3ccc(F)cc3)CC2)c(C)c1	-1.9
CC(=O)c1nc2ccccc2n1S(=O)(=O)c1ccc(Cl)cc1	-0.54
Cc1ccc(S(=O)(=O)c2c(N)n(/N=C/c3ccco3)c3nc4ccccc4nc23)cc1C	-0.11
CC1=NCC(C)c2c1[nH]c1ccccc21 (stereo not given)	0.33
COc1ccc(S(=O)(=O)N2CCC(C(=O)N3CCCCC3)CC2)cc1Cl	0.78
CCC(C)NS(=O)(=O)c1ccc(OCC(=O)Nc2ccc3c(c2)OCO3)cc1 (stereo not given)	0.23
Cc1ccccc1OCC(=O)NCCN1CCCC1	-1.1
CCOc1ccccc1Nc1nc(-c2sc(NC(=O)c3cccc(Cl)c3)nc2C)cs1	0.99
Cc1ccc(S(=O)(=O)CCc2nnc(N)s2)cc1	-0.1
CCN(CCNS(=O)(=O)c1ccc2[nH]c(=O)sc2c1)c1ccccc1	-2.6
CCN(/C=N/c1sc2c(c1C#N)CC(C)(C)NC2(C)C)CC	-0.083
O=C(CSc1nc2ccccc2o1)NCCOc1ccccc1	-1.5
CCC(C)(C)NC(=O)C(c1ccc(F)cc1)N(Cc1ccco1)C(=O)CCC(=O)Nc1ccccn1 (stereo not given)	-8.8*
Cn1c(=O)c2c(SCC(=O)N3CCN(c4ccccc4)CC3)nc(C3CC3)nc2n(C)c1=O	-0.0013
CCn1c(=O)cc(NC2=NCC(C)CN2c2cccc(Cl)c2)n(C)c1=O (stereo not given)	1.2

Structures listed so far shown as hits in Cav32 inh:
SMILES	Cav32 inh
C=CCc1ccc(O)c(-c2cc(CC=C)ccc2O)c1	-5*
COc1ccc(/C(C#N)=C/c2c(-c3ccc(Cl)cc3)nc3c(C)cccn23)cc1	-5.8*
CCC(C)(C)NC(=O)C(c1ccc(F)cc1)N(Cc1ccco1)C(=O)CCC(=O)Nc1ccccn1 (stereo not given)	-8.8*

Next section:
SMILES	Cav32 inh
CCOC(=O)C1=NN(c2ccccc2C)C2=NC(C)=C(C(=O)OC)C(c3cccs3)N12 (stereo not given)	-6*
CCn1c(COc2ccc(Cl)cc2)nnc1SCc1ccc(C#N)cc1	-5
Cc1oc(/N=C/c2ccccc2O)c(C#N)c1C	0.97
CCn1c(=O)cc(SCC(=O)N2CCC(C)CC2)c2ccccc21	0.71
Cc1ccccc1C(=O)NCCc1nnc(SCC(=O)Nc2nc(-c3ccccc3)cs2)n1C	0.15
CCC(C)NC(=O)c1cc(Cl)ccc1OC (stereo not given)	-0.12
Oc1c(N=Nc2ccccn2)ccc2ccccc12	-0.11
O=C(Cc1ccccc1)NCCc1cccc(Cl)c1	0.052
COC(=O)c1ccc(C(=O)OC)c(NC(=O)CN2CCN(c3ccc(OC)cc3)CC2)c1	0.092
Cc1ccc(NC(=O)CSc2nc3ccccc3c3nc(CCc4c(C)n[nH]c4C)nn23)cc1F	-1.2
CC(C)CC(=O)Nc1ccc(S(=O)(=O)NCc2ccco2)cc1	0.97
O=C(Nc1cccc2nsnc12)c1ccc2c(c1)OCO2	0.0075
O=C(Nc1cccnc1)c1c(O)c2cccc3c2n(c1=O)CC3	-0.55
Cn1c[n+](C)cc1/C=N/O	0.75
CCOC(=O)c1ccc(N2CSC3=C(C#N)C(c4cccs4)CC(=O)N3C2)cc1 (stereo not given)	-3.1
CCN(CC)CCC(=O)Nc1ccc2c(c1)N(C(=O)CN(CC)CC)c1ccccc1CC2	0.11
COc1ccc(NC(=S)NC(NC(=O)C(C)C)C(Cl)(Cl)Cl)c([N+](=O)[O-])c1 (stereo not given)	-0.44
Fc1ccccc1N1CCN(Cc2nc(-c3ccccc3)no2)CC1	-2.5
Cc1ccc(S(=O)(=O)N2CCCC(c3nc(-c4ccc(C)o4)no3)C2)cc1 (stereo not given)	-2
S=C(N=Nc1ccccc1)NNc1ccccc1	-0.016
Cn1ncc(Cl)c1C(=O)N1CCCc2ccccc21	-0.31
Cc1ccc2nc(-c3cccc(S(=O)(=O)N(C)C)c3)cn2c1	0.81
CC(C)c1cc(C(=O)Nc2cccc(Cl)c2)no1	-0.63
CC(=O)c1ccc(S(=O)(=O)N(Cc2cc3cc4c(cc3[nH]c2=O)OCCO4)CC2CCCO2)cc1 (stereo not given)	0.057

Some of the entries so far, with values ahead of the structure:
| Cav32 inh | structure |
| --- | --- |
| -0.63 | CC(C)c1cc(C(=O)Nc2cccc(Cl)c2)no1 |
| 0.057 | CC(=O)c1ccc(S(=O)(=O)N(Cc2cc3cc4c(cc3[nH]c2=O)OCCO4)CC2CCCO2)cc1 (stereo not given) |

(next part)
SMILES	Cav32 inh
CCn1c(SCC(=O)N2CCN(c3cccc(Cl)c3)CC2)nc2ccccc2c1=O	-2.7
O=c1cc(O)nc(SCc2ccccc2Cl)[nH]1	0.33
COC(=O)C1=C(C)N(C)C(C)=C(C(=O)OC)C1c1ccncc1	1.6
COCCn1c(SCC(=O)Nc2nc3ccccc3s2)nnc1-c1ccoc1C	-0.72
COc1ccccc1NC(=O)c1sc2ncn(Cc3cccc(C)c3)c(=O)c2c1C	0.9
O=C(c1cc(-c2cccs2)on1)N1CCN(c2ccc(F)cc2)CC1	0.097
Cc1nc(N2CCCC2C(=O)O)c2oc3ccccc3c2n1 (stereo not given)	-0.00083
CC(=O)Oc1ccc2c(C)cc(=O)[nH]c2c1	0.98
CC(=O)NCc1cn2c(C)csc2n1	0.27
N=c1c(-c2nc3ccccc3[nH]2)cc(C(=O)c2cccs2)nn1-c1ccccc1	0.39
COc1cccc(Nc2nc(=O)[nH]nc2C)c1	-0.014
COc1ccc(-c2nnc(SCc3ccccc3F)o2)cc1OC	0.43

Quoted from the entries so far for reference:
SMILES	Cav32 inh
COC(=O)C1=C(C)N(C)C(C)=C(C(=O)OC)C1c1ccncc1	1.6
COCCn1c(SCC(=O)Nc2nc3ccccc3s2)nnc1-c1ccoc1C	-0.72
COc1ccccc1NC(=O)c1sc2ncn(Cc3cccc(C)c3)c(=O)c2c1C	0.9

Further results follow.
SMILES	Cav32 inh
COC(=O)c1[nH]c2cccc(OC)c2c1NC(=O)CCN1CCN(c2ccccc2F)CC1	1.6
CC(C)NS(=O)(=O)c1ccc(OCC(=O)NCC2CCCO2)c(Cl)c1 (stereo not given)	1.2
Cc1ccc(OCCCC(=O)Nc2ccc(S(=O)(=O)Nc3cc(C)on3)cc2)cc1	-1.9
Cc1ccc(C23CC4CC(CC(NC(=O)N5CCN(C)CC5)(C4)C2)C3)cc1	1.6
COc1ccc(OCc2nnc(SCC(=O)NCc3ccco3)o2)cc1	-0.043
CC(C)CNc1nc(Oc2ccc(=O)n(-c3ccccc3)n2)nc(N2CCOCC2)n1	-0.68
Cn1cc(-c2nnnn2-c2ccc(Cl)cc2)c(=O)c2ccccc21	-0.12
Cc1ccc(-c2nc(CS(=O)CC(=O)NCCC(C)C)c(C)o2)cc1 (stereo not given)	-1.3
CC(=O)n1cc([C@H]2C=C(C(=O)N3CCOCC3)O[C@@H](OCCCCO)C2)c2ccccc21	0.18
COc1ccc(NC(=S)Nc2ccc(Oc3ccccc3)cc2)cc1	1.1
NC(N)=NC(=O)c1nc(Cl)c(N)nc1N	0.19&0.47
CCCN(C(=O)Cc1nc(N)n[nH]1)C1(C(=O)Nc2ccccc2C)CCCCC1	0.19
CCOC(=O)N1CCN(C(=O)CSc2nc3c(cnn3-c3ccccc3)c(=O)[nH]2)CC1	1.5
CC(C)Oc1ccc(NC(=O)Oc2ccccc2)cc1	-1.4
COc1ccc(C2CCCN2C(=O)Nc2ccc(Cl)cc2)cc1OC (stereo not given)	-1.3
COC(=O)c1[nH]c2cccc(OC)c2c1NC(=O)CCN1CCN(c2cccc(Cl)c2)CC1	0.058
COc1ccc(CNC(=O)C23CN(Cc4ccccc4)CC2C(c2ccc([N+](=O)[O-])cc2)=NO3)cc1 (stereo not given)	-2.2
Cc1cccc(-c2nnc(SCC#N)n2-c2cccc(Cl)c2)c1	-1.7
Cc1ccc(C)c(-c2cc(C(=O)Nc3nccs3)c3ccccc3n2)c1	-2.6
N#CCN1CCN(CCC(=O)Nc2ccc(OCc3ccccc3)cc2)CC1	1.4
CCc1ccc(/C(C)=N/Nc2cc(Cl)nc(C)n2)cc1	-0.67
COc1ccc(/C(N)=N/OC(=O)Cc2ccccc2OC)cc1	-0.24
CNc1ccc(Br)cc(C(=O)/C=C/c2cccc(OC)c2OC)c1=O	0.04
Cc1cccc(NC(=O)c2ccoc2C)n1	-0.032
CCCC(=O)Nc1ccc(C(=O)NCC2CCCO2)cc1 (stereo not given)	1.8
N#Cc1c(NC(=O)COC(=O)c2ccc(F)cc2)sc2c1CCC2	0.18
O=C(Nc1cccc(S(=O)(=O)N2CCOCC2)c1)c1ccco1	-0.16
O=C(c1cccs1)n1cc(C(=S)N2CCOCC2)c2ccccc21	-3.5
COc1cc(/C=C(\C#N)c2[nH]nc(N)c2C#N)cc(OC)c1O	0.62
CC(Cc1ccccc1)C(=O)N(C)Cc1ccccc1 (stereo not given)	0.96
CCC(=O)c1c[nH]c(C(=O)NCC2CCCO2)c1 (stereo not given)	-0.087
CCCc1nc(NC(C)=O)c(C#N)c(-c2ccco2)c1CC	0.046
N#Cc1c(-c2ccccc2)nc(N2CCOCC2)[nH]c1=O	0.73
O=C(NCCC1=CCCCC1)c1ccc(Cl)c(S(=O)(=O)N2CCOCC2)c1	-0.0027
O=C(Nc1ccc2c(c1)OCCO2)C1CCCN1S(=O)(=O)c1ccc(Cl)cc1 (stereo not given)	-0.5
NC(=O)CSc1nnc(-c2ccncc2)n1CCc1ccccc1	0.24
COc1ccc(OC)c(S(=O)(=O)Nc2ccc(Oc3ccccc3)cc2)c1	-3.3
c1ccc(-c2nnc3sc(-c4cc5ccccc5o4)nn23)cc1	-0.042
O=C(NCc1ccccn1)C1CCN(S(=O)(=O)c2cnc[nH]2)CC1	-0.054
COC(=O)C1=C(N)Oc2cc(C)n(CCCn3ccnc3)c(=O)c2C1c1cccc(Cl)c1 (stereo not given)	-0.79
Cc1cc(C)n(CCCO)c(=O)c1C#N	1.2
Oc1ccc(-c2onc3ccc(Cl)cc23)cc1	-0.8
CC(=O)c1c(C)[nH]c(C(=O)OCC(=O)Nc2ncc(Cl)c(C)c2Cl)c1C	0.96
Cc1ccc(Cn2nnc3c(=O)n(CC(=O)N4CCN(c5ccccc5)CC4)cnc32)cc1	-1.5
CCn1c(SCC(=O)Nc2ccc(C)cc2)nnc1-c1ccc(O)cc1	-0.23
Cc1cccc(C)c1NC(=O)c1cc(S(=O)(=O)N2CCOCC2)ccc1F	-0.015
COC(=O)c1ccc(NC(=O)CCn2c(=O)oc3ccccc32)cc1	-0.072
CC(=O)[C@@]1(O)CC[C@H]2[C@@H]3CCC4=CC(=O)CC[C@]4(C)[C@H]3CC[C@@]21C	-0.88
Cc1c(C#N)c2ncnc(-c3ccccc3)c2n1-c1ccccc1	-0.95

4 compounds from above, arranged by the value under Cav32 inh, high to low:
SMILES	Cav32 inh
CC(=O)c1c(C)[nH]c(C(=O)OCC(=O)Nc2ncc(Cl)c(C)c2Cl)c1C	0.96
COC(=O)c1ccc(NC(=O)CCn2c(=O)oc3ccccc32)cc1	-0.072
Oc1ccc(-c2onc3ccc(Cl)cc23)cc1	-0.8
CC(=O)[C@@]1(O)CC[C@H]2[C@@H]3CCC4=CC(=O)CC[C@]4(C)[C@H]3CC[C@@]21C	-0.88

Bioassay records as filed in PubChem BioAssay.
